# Screening results from PubChem BioAssay.
# 12-LOX inh – ALOX12 (human) lipoxygenase inhibition; P18054; purified 12hLO, xylenol orange hydroperoxide absorbance; Potency, µM (titrated, usually from 108 µM), for the others: at the top dose activity change, negative = inhibition, hits mostly inhibitors; 580,000 compounds, 1.1% hits; AID 1671190; further: potency means the concentration at half of the fitted maximal effect; on the % scale 0 is the no-effect control and ±100 the full control effect
#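 Purified human 12hLO at 150 nM in 25 mM Hepes, 0.01% Triton X-100, pH 7.0, preincubated 15 min at room temperature with compound. Reaction started with 40 uM arachidonic acid, 30 min at room temperature. Hydroperoxide measured by Fe-xylenol orange, 573/405 nm absorbance ratio.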
# ERG-DNA inh – blocks human ERG Ets domain binding to DNA; P11308; fluorescence polarization, His-ERG Ets domain / labelled DNA; Potency, µM (series often up to 76.9 µM), for inactives: at the highest dose FP activity, negative = inhibition, usual class: inhibitors; 370,000 compounds, 0.028% hits; active means well fitted inhibition curve with a large enough effect in the polarisation, with a control signal flat; inconclusive means small, poorly fitted or top-dose-only effect, or effect the other way, or a change in a side signal; inactive means no such curve, though single readings can be large or run the other way; the % refers to the polarisation;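 further: polarization taken with two DNA probes labelled with fluorescein and Texas red; potency means the concentration at half of the fitted maximal effect; % of control where 0% means no effect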
#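 His-tagged ERG Ets domain (1 uM in the protein solution; 300mM KCl, 50mM Tris-HCl, 1mM EDTA, 1mM DTT, pH 7.5) received compound, then a probe mix of 5 nM fluorescein-DNA and 100nM Texas-615-DNA. Fluorescence polarization was read for both dyes.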
# APE1 inh – APE1 (human) endonuclease inhibition | P27695 | recombinant APE1, TAMRA/BHQ-2 abasic DNA cleavage fluorescence | Potency, µM (titrated, usually from 65.8 µM), for the others: at the top dose activity change, negative = inhibition, usual class: inhibitors | 350,000 compounds, 0.35% hits | AID 2517;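 further: potency means the concentration at half of the fitted maximal effect; plate controls were vehicle for no effect and reference inhibitor for full effect; nearly all actives have a fitted effect of over 55% in size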
# Target sequence (P27695 whole entry, looked up): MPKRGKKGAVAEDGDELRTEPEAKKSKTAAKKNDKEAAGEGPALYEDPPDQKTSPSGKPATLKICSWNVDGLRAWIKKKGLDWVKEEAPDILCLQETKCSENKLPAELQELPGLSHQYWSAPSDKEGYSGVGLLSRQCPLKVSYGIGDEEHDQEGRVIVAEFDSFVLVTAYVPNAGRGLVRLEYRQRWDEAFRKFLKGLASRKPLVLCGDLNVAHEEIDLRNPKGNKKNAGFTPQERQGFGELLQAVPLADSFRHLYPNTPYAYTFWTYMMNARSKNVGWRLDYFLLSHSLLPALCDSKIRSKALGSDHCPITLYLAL
#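 APE1 at 0.75 nM final was preincubated with compound 15 min at room temperature, then 50 nM double-stranded THF abasic-site substrate (5'-TAMRA/3'-BHQ-2) was added. Fluorescence (ex 525/em 598 nm) was read kinetically; third-minus-first read gave activity.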
# Apoferritin bind – candidate novel general anesthetic via apoferritin binding. AID 485281. P02791. 350,000 compounds, 0.074% hits. apoferritin/1-aminoanthracene competitive binding, fluorescence. Potency, µM (highest dose often 77.5 µM), inactives show at the top dose activity change, negative = displacement, usual class: inhibitors; further: potency means the concentration at half of the fitted maximal effect; on the % scale 0 is the no-effect control and ±100 the full control effect; nearly all actives have a fitted effect of over 20% in size
#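 10 uM apoferritin + 50% sat. 1-AMA, PBS; cpd 10 min RT; Ex380/Em535 endpoint; normalized to free probe vs complex; 4-param Hill fit; propofol titration as pos. ctrl.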
# BLM inh – inhibitors of human Bloom syndrome helicase BLM; 350,000 compounds, 0.2% hits; recombinant BLM DNA unwinding, fluorescence dequenching; P54132; AID 2528; Potency, µM (doses to about 56.1 µM), for inactives: at the top dose activity change, negative = inhibition, usual class: inhibitors;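 further: potency means the concentration at half of the fitted maximal effect; plate controls were vehicle for no effect and no enzyme for full effect; nearly all actives have a fitted effect of over 35% in size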
# Pol kappa inh – blocks human DNA polymerase kappa activity; purified Pol kappa, fluorescent DNA synthesis assay, 10 min; Q9UBT6; Potency, µM (doses to about 107 µM), without a hit: at the highest dose activity, negative = inhibition, hits mostly inhibitors; AID 588579; 400,000 compounds, 0.53% hits; further: potency means the concentration at half of the fitted maximal effect; on the % scale 0 is the no-effect control and ±100 the full control effect
#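 Kinetic fluorescence screen: compound preincubated 15 min RT with 10 nM enzyme; 50 nM substrate (final) initiates; reads at 0/10 min.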
# TRHR ag – TRH receptor (human) agonism; activation, % at 2 µM; AID 493084; TRHR cells, calcium flux fluo-8, FDSS agonist mode; 360,000 compounds, 0.18% hits; P34981; in the data active means activation above about 30%; further: 0% is about no effect
#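 Agonist-mode FDSS calcium read (Ex 480/Em 530, 1 s cycles) in 1536-well TRHR cells with fluo-8 dye, after 10-cycle baseline and 23 nL compound addition; TRH at EC20 (10 nM final) added afterwards for the enhancer phase.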
# Pol iota inh – blocks human DNA polymerase iota activity | 390,000 compounds, 1% hits | Potency, µM (series often up to 115 µM), for the others: at the highest dose activity, negative = inhibition, actives largely listed as inhibitors | Pol iota fluorescent replication assay, 10 min; further: potency means the concentration at half of the fitted maximal effect
# Target sequence (Q9UNA4 whole entry, looked up): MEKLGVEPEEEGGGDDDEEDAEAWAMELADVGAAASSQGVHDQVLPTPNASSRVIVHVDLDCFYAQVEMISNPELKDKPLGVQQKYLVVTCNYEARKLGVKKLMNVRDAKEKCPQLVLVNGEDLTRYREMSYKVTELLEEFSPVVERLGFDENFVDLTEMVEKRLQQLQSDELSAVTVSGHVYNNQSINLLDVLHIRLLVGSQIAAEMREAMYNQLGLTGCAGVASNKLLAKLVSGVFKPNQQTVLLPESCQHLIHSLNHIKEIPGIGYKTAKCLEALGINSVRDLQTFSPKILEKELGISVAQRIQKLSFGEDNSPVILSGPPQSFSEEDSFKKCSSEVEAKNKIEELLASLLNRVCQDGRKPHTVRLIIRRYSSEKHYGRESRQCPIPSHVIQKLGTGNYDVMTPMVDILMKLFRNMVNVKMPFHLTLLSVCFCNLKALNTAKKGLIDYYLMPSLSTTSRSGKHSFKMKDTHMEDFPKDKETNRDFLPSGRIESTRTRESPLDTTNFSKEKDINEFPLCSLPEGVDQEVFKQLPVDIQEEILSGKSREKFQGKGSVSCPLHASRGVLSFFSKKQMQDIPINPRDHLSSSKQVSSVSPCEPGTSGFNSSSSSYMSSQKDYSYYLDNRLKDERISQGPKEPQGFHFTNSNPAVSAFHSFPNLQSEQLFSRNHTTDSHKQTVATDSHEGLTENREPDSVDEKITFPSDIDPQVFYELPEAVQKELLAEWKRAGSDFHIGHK
#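 Fluorescent replication assay read twice, at 0 min and 10 min after adding 50 nM (final) substrate. Enzyme (10 nM) and compounds were first incubated 15 min at room temperature; enzyme-free buffer wells were negative controls.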
# POLB inh – inhibitors of human DNA polymerase beta; Pol beta primer extension/strand displacement, fluorescence kinetic; 340,000 compounds, 1.3% hits; Potency, µM (doses to about 114 µM), without a hit: top-dose activity change, negative = inhibition, usual class: inhibitors; P06746; further: potency means the concentration at half of the fitted maximal effect; on the % scale 0 is the no-effect control and ±100 the full control effect
#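 Kinetic readout of DNA synthesis with strand displacement by Pol beta. Compound and 10 nM enzyme sit 15 min at room temperature; 50 nM substrate starts the reaction, read immediately and at 10 min.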
# * = called active by the depositor; ? = inconclusive; . = not tested or not shown; [ ] = dose if it differs, or a comment. Unless noted, the call rests on the fitted dose curve; in most records, active means well fitted curve in the direction sought with a large enough effect; inconclusive means small, poorly fitted or top-dose-only effect, or another doubt; inactive means no such curve, though single readings can be large; an effect the other way counts as inactive or inconclusive.
# Below each SMILES – 12-LOX inh	ERG-DNA inh	APE1 inh	Apoferritin bind	BLM inh	Pol kappa inh	TRHR ag	Pol iota inh	POLB inh
> COc1ccccc1-c1nc(SCC(=O)Nc2cc(C)on2)c2c(=O)n(C)c(=O)n(C)c2n1
→ ?	-3%	15%	-8%	-3%	5%	-0.2	3%	19%
> O=C(Nc1ncccn1)C12CC3CC(CC(C3)C1)C2
→ 15%	-1%[15.4 µM]	20%	5%	3%	-3%	0.4	27%	12%
> COc1ccc(OC)c(NC(=O)c2ccccc2N(C)S(=O)(=O)c2ccc(C)cc2)c1
→ 220%[activator]	14%	-6%	0%	-5%	-3%	-0.7	-8%	-1%
> COC(=O)c1c(SCC(=O)Nc2cccc(Cl)c2C)[nH]c2ccccc2c1=O
→ -8%	0%	.	-1%	-2%	-17%	0.2	-1%	-21%
> O=c1cc(-c2ccc(Cl)cc2)[nH][nH]1
→ -30%	1%	-3%	-2%	-2%	-3%	0.7	1.6µM*	-15%
> COc1ccc(C)cc1NC(=O)C1COc2ccccc2O1 (stereo not given)
→ -3%	4%	-4%	?	-5%	-11%	-0.2	20%	5%
> CCOc1ccc(NC(=O)c2ccccc2OCC(=O)c2ccc(C)cc2)cc1
→ 0%	2%	-2%	-7%	0%	-6%	-0.2	6%	-2%
> Cc1ccc(Cn2cc(CCC(=O)NC3CCC(C)CC3)c3ccccc32)cc1 (stereo not given)
→ -24%	1%	.	-7%	-7%	-18%	0.3	25%	1%
> COCCCNC(=O)c1ccc(Cn2c(=O)c3ccccc3n(Cc3ccc(Cl)cc3)c2=O)cc1
→ -1%	-5%	.	-11%	-2%	-30%	-0.7	?	-11%
> CCCC(C(=O)N(C)CC(=O)Nc1ccc(N2CCOCC2)cc1)c1ccccc1 (stereo not given)
→ 7%	3%	9%	.	.	0%	0.3	42%[activator]	.
> COc1ccccc1S(=O)(=O)NCc1ccc(C(=O)NC2CCC(O)CC2)cc1 (stereo not given)
→ -2%	.	-4%	.	.	-14%	-0.2	-2%	.
> COc1ccc(NC(=O)c2cnc3cc(C)ccn3c2=O)c(OC)c1
→ -13%	16%	.	2%	-2%	7%	0.3	35%[activator]	14%
> Cc1ccc(S(=O)(=O)NCC(=O)N2CCN(c3ccc(F)cc3)CC2)cc1
→ 196%[activator]	1%	0%	-4%	-2%	-15%	-2.5	24%	-19%
> O=C(NC1CCCCC1)c1ccc(Cl)c(NC(=O)c2ccccc2F)c1
→ .	.	16%	-1%	6%	.	-0.2	.	34%
> NC(=O)COc1ccccc1C1=NO[C@@](CC(=O)O)(C(=O)Nc2ccc3c(c2)OCCO3)C1
→ -17%	-2%	-3%	8%	-2%	-24%	1.6	?	0%
> CC(=O)Nc1cccc(/C(C)=N/NC(=S)NC(C)C)c1
→ ?	-10%	-3%	-7%	-4%	-12%	0.1	167%[activator]	7%
> CCc1noc(C)c1C(=O)Nc1nc(-c2ccc(OC)cc2OC)cs1
→ ?	-7%	16%	.	.	-7%	0.2	14%	.
> O=C(O)CCC(=O)OCC1CCCCC1
→ -23%	0%	-7%	-4%	0%	-7%	0.1	12%	13%
> COC(=O)c1c(SC)nc2ccccc2c1OCc1ccccc1C
→ -3%	9%	.	3%	-4%	3%	1.6	-2%	-3%
> CCC(C)NC(=O)Cn1c(=O)n(CCCCCC(=O)NCc2ccccc2Cl)c(=O)c2sccc21 (stereo not given)
→ -15%	4%	.	11%	-5%	-14%	-1.6	-2%	3%
> O=C(CC1N=C2c3ccccc3N=C(SCc3ccccc3Cl)N2C1=O)NCc1ccco1 (stereo not given)
→ ?	11%	-3%	-8%	-15%	-4%	0.2	-14%	13µM*
> Cc1nc2sc(C(c3ccccc3)N3CCC(O)CC3)c(O)n2n1 (stereo not given)
→ -21%	13%	0%	-9%	-2%	-13%	0.2	-3%	26%
> CCn1cnc2cc(NCc3ccncc3)ccc21
→ 15%	.	2%	7%	-2%	-1%	0.3	26%	-26%
> NC(=O)CCn1c(=O)oc2ccccc21
→ 0%	10%	17%	2%	-2%	7%	-0.1	10%	17%
> O=C(C(=O)c1ccc(O)cc1)c1ccccc1
→ 14%	5%	-20%	6%	-1%	-7%	0.5	7%	18%
> NC(=O)CSc1nnc(Cn2c(=O)sc3ccccc32)n1CCc1ccccc1
→ 7%[57.4 µM]	-2%	-1%	-4%	-10%	-3%	-0.2	-25%	7%
> CCCCCCSc1nc(N)c2c3c(sc2n1)CCCC3C (stereo not given)
→ 5%	-2%	.	7%	-11%	-6%	-0.1	21%	-2%
> CN(CC(=O)Nc1ccc(Cl)cc1)C(=O)c1sccc1-c1ccccc1
→ -15%	-2%	35%	.	.	-10%	0.0	-14%	.
> NC(=O)C1CCN(c2nc(C3CC3)nc3c2nnn3Cc2ccccc2)CC1
→ 2%	-9%	12%	-4%	0%	-9%	-0.9	6%	-7%
> CC(C)CN(C(=O)COC(=O)Cc1cccc2ccccc12)c1c(N)n(Cc2ccccc2)c(=O)[nH]c1=O
→ -19%	12%	10%	.	.	1%	1.4	30%[activator]	.
> CC(=O)c1ccc(NC(=O)CCSc2nc(-c3ccco3)cc(C(F)(F)F)n2)cc1
→ -18%	10%	.	?	-4%	-8%	0.9	18%	0%
> CC1CCCN(S(=O)(=O)c2cccc3nonc23)C1 (stereo not given)
→ 28%	-15%	5%	-12%	1%	-4%	-0.2	39%[activator]	?
> Cc1ccc(C)c(NCC(=O)NNC(=S)Nc2ccccc2)c1
→ -14%	3%	3%	-12%	-3%	-6%	-0.7	72%[activator]	1%
> CCCSc1ccc(-c2nn(-c3ccccc3)cc2/C=C(/C#N)C(=O)N2CCOCC2)cc1
→ -8%	.	?	-7%	-9%	-19%	1.8	15%	32%
> CC(=O)Nc1ncc2c(n1)CC(c1ccco1)CC2=O (stereo not given)
→ -11%	1%	-5%	1%	-2%	-3%	0.4	30%	1%
> Nc1c(C(=O)Nc2ccc(F)cc2)nnn1-c1cccc(C(F)(F)F)c1
→ -7%	5%	26%	-10%	-5%	-11%	2.1	111%[activator]	1%
> Cc1ccc(C(=O)CSc2nnc3n2CCCCC3)s1
→ -6%	1%	8%	.	.	8%	-0.4	30%	.
> CC(=O)NC1C(O)O[C@H](C(=O)O)[C@@H](O)[C@@H]1O (stereo not given in full)
→ .	.	2%	-10%	-3%	14%[60.1 µM]	.	.	.
> O=C(NNC(=O)c1ccc(NC(=O)C2CC2)cc1)c1ccc(F)cc1
→ 4%	-8%	22%	-2%	-1%	-6%	0.7	9%	8%
> Fc1ccc2c(c1)C(c1ccncc1)=NNC(c1ccccc1)=N2
→ -13%	-2%	5%	-8%	-2%	1%	-0.2	10%	-1%
> CCCCn1c(=O)c(CCC(=O)OCC(=O)NC(=O)NCCC(C)C)nc2ccccc21
→ 0%	16%	-8%	-8%	-2%	-10%	-0.2	-1%	30%
> COc1ccc(OCc2cc(C(=O)NCC(C)Oc3cccnc3)no2)c(Cl)c1 (stereo not given)
→ 18%	5%	3%	?	-2%	-8%	-0.4	23%	30%
> CCC1=NN(C(=O)c2ccc(Cl)cc2)C(O)(c2ccc(C)cc2)C1 (stereo not given)
→ ?	-7%	-1%	-17%	-7%	0%	0.8	19%	-24%
> O=C(NC1CCCc2ccccc21)c1cncc(Br)c1 (stereo not given)
→ 128%[activator]	-3%	-5%	-13%	-1%	-3%	-0.6	3%	?
> O=c1c(/C=C(\O)c2ccc(F)cc2)nc2ccccc2n1-c1ccccc1
→ 3%	4%	-1%	-8%	-5%	?	76*	?	0%
> Cc1nnc(SCC(=O)Nc2sccc2C#N)n1Cc1ccccc1
→ 0%	-8%	?	-14%	-24%	?	-0.5	20µM*	35µM*
> COC(=O)C(Cc1ccc(O)cc1)NC(=O)C12CC3CC(CC(C3)C1)C2 (stereo not given)
→ -2%	3%	3%	-7%	-5%	5%	0.4	21%	55%
> CN(C)S(=O)(=O)N1CCN(C(=O)c2cccs2)CC1
→ -6%[57.4 µM]	.	-3%	-5%	-3%	-3%	-0.6	-8%	3%
> CCn1c(CNC(=O)c2ccc(OC)cc2)nnc1SCC(=O)Nc1ccc(OC)cc1
→ -13%	-2%	.	-4%	-1%	3%	0.6	21%	19%
> O=C(Nc1cccc(NC(=O)c2ncn[nH]2)c1)c1cccc(Cl)c1
→ 0%	-11%	4%	-12%	-6%	-15%	-0.2	135%[activator]	?
> CCCn1c(SCC(=O)NCCc2ccccc2)nnc1-c1ccco1
→ -30%	-14%	-2%	-9%	-12%	-6%	-0.4	18%	0%
> O=C(c1c[nH]c(C(=O)C(Cl)(Cl)Cl)c1)c1ccccc1Br
→ -19%	3%	-1%	-8%	-1%	3%	0.2	23%	11%
> Cc1ccc(S(=O)(=O)Nc2nc3ccccc3nc2N2CCOCC2)cc1
→ ?	-2%	-9%	.	.	5%	.	21%	.
> CCOc1ccc(/C=C2/SC(=O)NC2=S)cc1
→ -9%	12%	1%	-11%	0%	?	3.6	89µM*	?
> Cc1ccc(NC(=O)[C@H](C)NC(=O)C2CCN(C(=O)[C@H](CC(C)C)NC(=O)OC(C)(C)C)CC2)cc1
→ 6%	-16%	13%	-13%	0%	-11%	-0.6	-4%	2%
> CC(=O)NCc1ccc(S(=O)(=O)N/N=C/c2ccc(N(C)C)cc2)cc1
→ 0%	-2%	-2%	5%	-8%	3%	1.3	20%	40%
> CCCCC(=O)Nc1cccc(NC(=O)c2ccccc2Br)c1
→ -10%	-1%	-5%	-7%	-4%	1%	-0.8	0%[58.9 µM]	0%

# A portion of the library. The share of hits here may be higher or lower than overall.
